# Source: PubChem
# TRHR ag: activates the human TRH receptor; P34981; TRHR cells, calcium flux fluo-8, FDSS agonist mode; activation, % at 2 µM; 360,000 compounds, 0.18% hits; in the data active means activation above about 30%; further: 0% is about no effect
#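 TRHR-expressing cells, plated overnight in medium with 10% serum, were loaded with fluo-8 calcium dye at room temperature. After a 10 s baseline, library compound was pin-added and calcium release was recorded kinetically (ex 480/em 530) as agonist response.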
# TRHR PAM: allosterically enhances the human TRH receptor. P34981. TRHR cells, fluo-8 calcium fluorescence, EC20 TRH enhancement. enhancement, % at 2 µM. 360,000 compounds, 0.66% hits. AID 493056; in the data active means enhancement above about 30%; further: 0% is about no effect
#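 Enhancer read-out: after compound pinning and an initial kinetic agonist-mode read, an EC20 of TRH (10 nM final) was injected and fluo-8 calcium signal (Ex 480/Em 530) followed at 1 s/cycle for 100 cycles in TRHR-expressing cells.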
# Anesthetic bind: candidate novel general anesthetic via apoferritin binding; apoferritin/1-aminoanthracene competitive binding, fluorescence; Potency, µM (top dose mostly 77.5 µM), for the others: at the top dose activity change, negative = displacement, most hits filed as inhibitors; 350,000 compounds, 0.074% hits; AID 485281; further: potency means the concentration at half of the fitted maximal effect; on the % scale 0 is the no-effect control and ±100 the full control effect; nearly all actives have a fitted effect of over 20% in size
# Target sequence (P02791 2-175 limits assumed): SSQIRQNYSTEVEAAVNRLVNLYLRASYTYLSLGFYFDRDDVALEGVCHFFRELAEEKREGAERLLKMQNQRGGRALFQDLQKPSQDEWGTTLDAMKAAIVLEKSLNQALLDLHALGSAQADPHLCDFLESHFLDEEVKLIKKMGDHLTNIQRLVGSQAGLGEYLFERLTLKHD
#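 Read-out: endpoint 1-AMA fluorescence, excitation 380 nm and emission 535 nm, after compounds sit 10 min at room temperature with 10 uM horse-spleen apoferritin in 50% saturated 1-AMA/PBS. Values come from four-parameter Hill fits.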
# D1 antagonist: human D1 dopamine receptor antagonism; HEK293 TREx D1 cells, calcium flux, dopamine EC80; hits give low values; activity change, negative = inhibition, % at 10 µM; 360,000 compounds, 3.2% hits; in the data active means activity change below about -30%; further: on the % scale 0 is the no-effect control and ±100 the full control effect
# Target sequence (P21728 whole entry, looked up): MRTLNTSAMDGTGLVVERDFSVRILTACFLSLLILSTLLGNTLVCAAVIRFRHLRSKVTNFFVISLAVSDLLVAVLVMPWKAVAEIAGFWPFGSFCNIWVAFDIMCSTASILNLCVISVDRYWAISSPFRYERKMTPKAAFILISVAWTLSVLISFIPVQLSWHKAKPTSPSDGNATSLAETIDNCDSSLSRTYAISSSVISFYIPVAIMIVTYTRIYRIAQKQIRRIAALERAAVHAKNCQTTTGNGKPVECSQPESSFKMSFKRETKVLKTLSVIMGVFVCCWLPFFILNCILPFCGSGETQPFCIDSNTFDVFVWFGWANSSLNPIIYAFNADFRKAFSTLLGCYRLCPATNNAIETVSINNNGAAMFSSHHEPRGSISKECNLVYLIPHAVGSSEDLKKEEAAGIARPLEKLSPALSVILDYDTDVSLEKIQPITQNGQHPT
#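 Kinetic fluorescence of a calcium dye serves as the read-out. D1-expressing Hek293 Trex cells, induced overnight at 30 C, are exposed to compound for 180 s before an EC80 dopamine addition, then read 180 s further.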
# D1 potentiator: potentiators of human D1 dopamine receptor | HEK293 TREx D1 cells, calcium flux, dopamine EC20 potentiation | potentiation, % at 10 µM | 360,000 compounds, 0.036% hits | AID 504651; in the data active means potentiation above about 30%; further: 0% is about no effect
# RXFP1 ag: RXFP1 (human) receptor agonism; Q9HBX9; HEK293T-RXFP1 cAMP TR-FRET, 30 min; response scale: percent of porcine relaxin response, buffer zero; Potency, µM (series often up to 57.5 µM), for the others: top-dose activation, most hits filed as activators; 370,000 compounds, 0.3% hits; further: potency means the concentration at half of the fitted maximal effect; on the % scale 0 is the no-effect control and ±100 the full control effect; nearly all actives have a fitted effect of over 60% in size; many of its hits are not listed in these tables
#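 cAMP rise read by TR-FRET after 30 min, 37C compound exposure (up to 58 uM) in RXFP1-transfected HEK293 cells with Ro 20174 present. EC50 from Hill-equation fits, with 29 nM porcine relaxin as 100% and buffer as basal.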
# RXFP1 antagonist: RXFP1 (human) relaxin receptor antagonism; 350,000 compounds, 0.59% hits; activity change, negative = inhibition, % at 57.5 µM; AID 1259400; HEK293-RXFP1, relaxin-stimulated cAMP HTRF, 30 min; hits give low values; Q9HBX9;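 active means activity change of -60% or lower, but not beyond a set lower limit; inconclusive means change between -60% and -40%, or beyond the set limit; inactive means change above -40%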; further: on the % scale 0 is the no-effect control and ±100 the full control effect
# D2 PAM: positively modulates the human D2 dopamine receptor allosterically; 340,000 compounds, 0.34% hits; potentiation, % at 10 µM; AID 485347; HEK293 T-REx D2, calcium flux, EC20 dopamine potentiation;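 active means potentiation over 3 SD above the plate norm, cut at about 30% in these data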; further: 0% is about no effect
# Target sequence (P14416 whole entry, looked up): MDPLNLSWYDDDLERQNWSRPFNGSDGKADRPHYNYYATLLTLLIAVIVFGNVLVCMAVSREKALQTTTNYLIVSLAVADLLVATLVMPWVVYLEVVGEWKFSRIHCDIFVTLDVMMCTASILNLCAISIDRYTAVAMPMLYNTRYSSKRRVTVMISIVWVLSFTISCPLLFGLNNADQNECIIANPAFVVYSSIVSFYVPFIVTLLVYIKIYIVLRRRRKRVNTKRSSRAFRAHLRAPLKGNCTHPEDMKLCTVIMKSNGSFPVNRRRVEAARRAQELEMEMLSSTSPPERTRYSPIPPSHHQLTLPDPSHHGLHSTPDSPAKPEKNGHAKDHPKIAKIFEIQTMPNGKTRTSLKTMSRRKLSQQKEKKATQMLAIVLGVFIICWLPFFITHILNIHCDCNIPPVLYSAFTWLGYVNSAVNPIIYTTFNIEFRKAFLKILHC
#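 Potentiation of an EC20 dopamine calcium response measured kinetically over 180 s, after a preceding 180 s compound-only read flagging agonists. Cells: inducible Hek293 Trex D2 line, 4000/well, cultured overnight at 30 C before dye loading.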
# D1 ag: activates the human D1 dopamine receptor | HEK293 T-REx D1 cells, calcium flux, agonist mode | 360,000 compounds, 1% hits | P21728 | activation, % at 2 µM; in the data active means activation above about 30%; further: 0% is about no effect
#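 Agonism was scored from calcium flux recorded over 180 s (1 read/s) after pintool compound addition, following a 10-cycle baseline. Cells were inducible force-coupled HEK293 TREx D1, plated overnight at 30 C and loaded with no-wash calcium dye.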
# * hit, by the source's call; ? = inconclusive; . = no result given; [ ] = another dose, or the depositor's remark. Unless noted, the call rests on the fitted dose curve; in most records, active means well fitted curve in the direction sought with a large enough effect; inconclusive means small, poorly fitted or top-dose-only effect, or another doubt; inactive means no such curve, though single readings can be large; an effect the other way counts as inactive or inconclusive.
# The first 6 records, to show the layout:
TRHR ag | TRHR PAM | Anesthetic bind | D1 antagonist | canonical_smiles | D1 potentiator | RXFP1 ag | RXFP1 antagonist | D2 PAM | D1 ag
0.3 | 4 | -12% | -16 | CCN(CCn1cccn1)Cc1c(C(=O)N2C[C@@H](C)O[C@@H](C)C2)nc2ccc(Cl)cn12 | 0 | -0.3% | -16 | . | 1
-0.8 | 9 | . | 0 | CCCCCCCC/C=C\CCCCCCCC(=O)NCCc1ccc(O)c(O)c1 | -2 | -0.1% | . | 7 | -1
2.2 | -3 | 43%[activator] | 1 | CCOc1ccc(-n2c(O)c(/C=N/NC(=O)C3COc4ccccc4O3)c3ccccc3c2=O)cc1 (configuration not stated) | 3 | -0.9% | ? | 2 | 6
0.2 | 0 | -12% | -18 | CN(Cc1nc(-c2ccncc2)no1)S(=O)(=O)c1ccc(Cl)cc1 | -3 | 2.2% | -6 | -3 | 12
1.0 | 7 | -11% | -4 | Cc1ccc(NC(=O)/C(C#N)=C(\N)C(Cl)(Cl)Cl)nc1 | -1 | ? | 1 | 19 | 2
-0.6 | -6 | -20% | -10 | CCN(CC)c1cccc(OC(=O)c2cccnc2Cl)c1 | 4 | -3.1% | -13 | 2 | 2

# This part in full, previewed entries included:
TRHR ag | TRHR PAM | Anesthetic bind | D1 antagonist | canonical_smiles | D1 potentiator | RXFP1 ag | RXFP1 antagonist | D2 PAM | D1 ag
0.3 | 4 | -12% | -16 | CCN(CCn1cccn1)Cc1c(C(=O)N2C[C@@H](C)O[C@@H](C)C2)nc2ccc(Cl)cn12 | 0 | -0.3% | -16 | . | 1
-0.8 | 9 | . | 0 | CCCCCCCC/C=C\CCCCCCCC(=O)NCCc1ccc(O)c(O)c1 | -2 | -0.1% | . | 7 | -1
2.2 | -3 | 43%[activator] | 1 | CCOc1ccc(-n2c(O)c(/C=N/NC(=O)C3COc4ccccc4O3)c3ccccc3c2=O)cc1 (configuration not stated) | 3 | -0.9% | ? | 2 | 6
0.2 | 0 | -12% | -18 | CN(Cc1nc(-c2ccncc2)no1)S(=O)(=O)c1ccc(Cl)cc1 | -3 | 2.2% | -6 | -3 | 12
1.0 | 7 | -11% | -4 | Cc1ccc(NC(=O)/C(C#N)=C(\N)C(Cl)(Cl)Cl)nc1 | -1 | ? | 1 | 19 | 2
-0.6 | -6 | -20% | -10 | CCN(CC)c1cccc(OC(=O)c2cccnc2Cl)c1 | 4 | -3.1% | -13 | 2 | 2
-0.5 | -1 | -1% | 2 | Cc1cc(C)nc(Sc2ccc(/C=C(\C#N)C(N)=O)o2)n1 | -8 | 0.5% | -6 | . | 0
1.1 | -4 | -9% | -11 | Clc1ccc(-c2noc(CCCc3ccccc3)n2)cc1 | -2 | 0.4% | 1 | 0 | 8
0.4 | 14 | -2% | 9 | O=C(Nc1cccc(C(=O)N2CCOCC2)c1)c1ccccc1Cl | -3 | -2.8% | -3 | -4 | 2
0.0 | 8 | -8% | 1 | CCOC(=O)N1CCC(NC(=O)C2CCN(S(=O)(=O)c3cccs3)CC2)CC1 | 7 | 1.5% | -8 | 6 | 4
0.6 | 15 | -10% | 6 | CS(=O)(=O)N(Cc1ccccc1Cl)c1ccc(C(=O)NCc2cccnc2)cc1 | -6 | 0.7% | -6 | 4 | 3
0.0 | -2 | 32%[activator] | -17 | CC(=O)c1ccc(S(=O)(=O)NCc2nnnn2-c2ccccc2)cc1 | -4 | 1.7% | -3 | -2 | 0
-0.3 | -3 | 258%[activator] | -15 | CCN(CC)c1cc(C)c2cc(NC(=O)c3cc(OC)cc(OC)c3)ccc2n1 | 1 | -0.4% | . | -5 | 0
-0.2 | 3 | -11% | -22 | COc1ccc(OC)c(CNS(=O)(=O)c2ccc3c(c2)oc(=O)n3C)c1 | -5 | 0.9% | -3 | -3 | 5
0.0 | 3 | -24% | -7 | CCc1ccc(NC(=O)CN2C(C(=O)OC)=C(c3ccccc3)c3ccccc3S2(=O)=O)cc1 | -1 | -0.4% | . | 1 | 2
-0.3 | 1 | -3% | -2 | COc1ccccc1N1CCN(CC(O)c2ccc3cc[nH]c3c2)CC1 (configuration not stated) | -6 | 0.6% | 7 | -27 | -1
0.1 | 8 | . | -2 | N#Cc1ccccc1S(=O)(=O)N1CCN(C(=O)CN2CCCC2c2cccs2)CC1 (configuration not stated) | -4 | 2.0% | 6 | 4 | -1
-1.7 | 0 | 2% | -6 | CCOC(=O)/C(=C\C=C\c1ccccc1)NC(=O)c1ccccc1 | -5 | 0.5% | . | 15 | 4
-0.8 | 1 | -3% | 21 | CC(C)(C)NS(=O)(=O)c1cc(C(=O)O)ccc1Cl | 0 | -1.4% | 4 | -2 | 2
1.1 | -4 | 3% | 0 | O=C(CC1C(=O)N(c2ccccc2)C(=S)N1c1ccccc1)c1ccccc1 (configuration not stated) | 2 | -0.3% | -1 | -5 | 5
0.3 | 1 | -18% | -18 | COc1ccccc1-c1ccc(=O)n(CC(=O)NCc2ccco2)n1 | 5 | 0.5% | -9 | -1 | 1
0.1 | -1 | -10% | -3 | Cc1ccc(NC(=O)Cn2nnc(-c3ccccc3-n3cnnn3)n2)c(C)c1 | -6 | 0.1% | 0 | -7 | -3
1.0 | 5 | -4% | 19 | Cc1ccc([N+](=O)[O-])cc1N(CC(=O)N1CCCCC1)S(C)(=O)=O | 3 | 1.4% | -6 | 9 | 0
-0.2 | -11 | -21% | -29 | CCC(Oc1ccccc1)C(=O)Nc1nc2c(s1)C(=O)CC(C)(C)C2 (configuration not stated) | -1 | 5.8% | -2 | -4 | 8
-0.4 | 0 | -5% | 1 | CCn1c2ccc(CC(=O)O)cc2c2cc(CC(=O)O)ccc21 | -1 | -0.3% | -17 | -4 | 2
-1.2 | -3 | ? | 5 | CCCOc1ccc(C2C(=O)N(C3CCCCCC3)CC(=O)N2Cc2ccco2)cc1OC (configuration not stated) | 0 | 1.2% | -2 | 8 | 0
0.2 | 2 | -5% | -14 | NC(=O)[C@H]1CC2(CC(c3cccc(NC(=O)COc4ccc(Cl)cc4)c3)=NO2)CN1C(=O)Cc1ccc([N+](=O)[O-])cc1 (some centres not stated) | 1 | 0.0% | . | 9 | 2
1.1 | 4 | -9% | 0 | CCCc1c(C(=O)N/N=C/c2c(OC)ccc3ccccc23)nnn1-c1nonc1N | -13 | -0.4% | 7 | 19 | 5
-0.1 | 3 | -2% | 1 | COc1ccc(Cl)cc1N1C(=O)C2CCCN2C1c1ccccc1F (configuration not stated) | -5 | 2.2% | 5 | -1 | 3
0.1 | 6 | -4% | -10 | Cc1ccccc1NC(=O)CNC(=O)c1ccc(C(F)(F)F)cc1 | -4 | -1.4% | -4 | . | -1
1.0 | 1 | -8% | -11 | CCCCN(NC(C)=O)c1nc(Cl)nc(NC(C)C)n1 | -5 | 0.1% | -5 | -6 | 1
1.1 | 4 | . | -19 | C#CCOCCOCCOCCNc1nc(N2CCN(C(=O)CCCCCCCCCCNC(=O)[C@H](CCCCN)n3cc(C)nn3)CC2)nc(N2CCN(C(=O)CCCCCCCCCCNC(=O)[C@H](CO)n3cc(CCCSC)nn3)CC2)n1 | -3 | 1.6% | . | 13 | 1
2.0 | -1 | -8% | -4 | CCCCn1c(-c2ccccc2)nc2c(=O)n(C)c(=O)[nH]c21 | -1 | 2.3% | 6 | -3 | 0
0.4 | 5 | -8% | -6 | CCN(C(=O)c1cc(Cl)ccc1OC)c1ccccc1 | -2 | -0.6% | 11 | 2 | -1
-0.2 | 16 | -7% | 2 | CC(/C=C1\SC(=S)N(CC(=O)N2CCN(c3ccccc3)CC2)C1=O)=C\c1ccccc1 | -9 | 0.7% | -9 | -2 | 3
0.0 | -3 | -11% | -21 | CC1(C)CC(=O)c2ccc(OCc3ccc([N+](=O)[O-])cc3)cc2O1 | -8 | 5.1% | -6 | . | 4
-0.6 | -3 | -4% | 4 | N=c1c(C(=O)NC2CCCCC2)cc2c(=O)n3ccccc3nc2n1Cc1ccco1 | -3 | 3.7% | -11 | -18 | 2
-0.3 | 10 | -1% | 1 | CCOC(=O)c1c(-c2cccs2)csc1NC(=O)CN1CC(C)OC(C)C1 (configuration not stated) | -9 | 1.7% | -13 | 2 | 1
0.6 | -6 | -3% | -20 | COc1ccc(N2CCOCC2)c(NC(=O)COc2cccc(C)c2C)c1 | 6 | 4.9% | -28 | -4 | 0
-0.4 | -6 | 6% | -40* | CCOC(=O)c1ccc(Nc2nc3ccccc3nc2NS(=O)(=O)c2ccc(Cl)cc2)cc1 | -2 | 0.3% | -10 | 0 | 15
0.4 | 12 | -3% | 1 | O=C(Nc1ccccc1Cl)N1CCn2c(nc3ccccc32)C1 | 3 | 2.3% | 0 | -10 | 4
-1.0 | -2 | ? | -11 | Cc1csc(NC(=O)CSc2ncn(-c3ccccc3)n2)n1 | 5 | 1.8% | 3 | 4 | 1
-0.3 | -2 | -9% | 27 | CC(NC(=O)c1ccncc1)C(c1cccs1)N1CCOCC1 (configuration not stated) | 3 | 0.3% | -12 | . | -1
0.0 | -5 | -3% | 10 | COc1ccc(-c2nc3c(C#N)c[nH]n3c2NC2CCCCC2)cc1 | -1 | -0.2% | -11 | 8 | -1
0.1 | -1 | -11% | 10 | C#CCOCCOCCOCCNc1nc(N2CCN(C(=O)C([C@@H](C)CC)n3cc(C(N)CO)nn3)CC2)nc(N2CCN(C(=O)[C@H](CCC(=O)O)n3cc(C(N)CC(C)C)nn3)CC2)n1 (some centres not stated) | -2 | -0.9% | . | 1 | 4
0.0 | 0 | -6% | -27 | Cn1cc(S(=O)(=O)NC(c2ccccc2)c2ccccc2)c(=O)n(C)c1=O | -13 | -1.3% | 2 | -2 | 2
-0.2 | 10 | -5% | -16 | Cc1ccc(S(=O)(=O)N2CC(=O)Nc3ccccc32)c(C)c1NS(C)(=O)=O | -4 | 2.9% | -15 | 5 | 1
0.0 | 2 | 4% | -8 | O=C(O)CC12CC3CC(C1)CC(n1ncc(NCc4ccccc4)c(Cl)c1=O)(C3)C2 | -2 | 2.3% | -1 | 20 | 3

# Only part of the results is shown; the hit share may differ from the screen's.
